Bioassay records as filed in PubChem BioAssay.
ERK EGF block: blocks ERK signaling stimulated by EGF; Potency, µM (doses to about 11.5 µM), for the others: at the highest dose activity change, negative = inhibition, hits mostly inhibitors; HEK293-V1b, EGF-stimulated phospho-ERK AlphaScreen; 130,000 compounds, 0.41% hits; active means well fitted inhibition curve with a large enough effect; inconclusive means small, poorly fitted or top-dose-only effect, or effect the other way;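 further: plate controls were stimulated vehicle wells for no effect and unstimulated vehicle basal for full effect; nearly all actives have a fitted effect of over 55% in size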
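Cell line HEK293 (stable V1b), low serum overnight. Pretreatment: compound 30 min, 37C. EGF 25 nM, 5 min. Detection: SureFire AlphaScreen, 5 h RT. AC50 via standard Hill equation.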
The depositor's hits bear a star; ? = inconclusive; [ ] = another dose, or the depositor's remark. Potency means the concentration at half of the fitted maximal effect.

SMILES | ERK EGF block
C=CCn1c(O)c(C(C)=Nc2ccc3c(c2)CCC3)c(=O)[nH]c1=O | -0.7%[57.5 µM]
O=C1NC(=O)N(c2ccc(F)cc2)C(=O)/C1=C/c1ccsc1 | -0.3%
O=C1/C(=C/c2cc3c(cc2Cl)OCO3)N2CCC1CC2 | 4.1%
CN1CCN(c2nc(N)c(Br)c(Cl)n2)CC1 | -3.0%[57.5 µM]
C[C@]12Cc3cn4c(nc3C=C1CCC1C2CC[C@@]2(C)[C@H]1CC[C@@]2(O)C#N)nc1ccccc14 (some centres not stated) | 5.4%
C1CC2NCCC3NCCC(N1)N32 (configuration not stated) | -24.8%[57.5 µM]
O=C1NC(=O)N(Cc2ccccc2)C(=O)/C1=C/c1cnc(-c2ccccc2)nc1 | 0.4%
CNC(C(=O)c1ccccc1)C(OC)c1ccc(C)cc1 (configuration not stated) | 8.5%
O=c1[nH]c(=O)n(CCC2=CCCCC2)c(O)c1/C=N/Nc1ccccc1 | 23.7%
C[C@@]12CC[C@H](O)C[C@@H]1CC[C@H]1[C@H]2CC[C@@]2(C)[C@@H](C3=CC(=O)OC3)CC[C@]12O | 14.4%[25.7 µM]
CC(C)CCn1c(=O)c(C(=O)NCc2ccco2)c(O)c2ccccc21 | -5.5%[57.5 µM]
Cc1c(NP(=S)(C(C)(C)C)C(C)(C)C)c(=O)n(-c2ccccc2)n1C | 2.8%
CN(C)CCc1ccc(O)cc1 | -12.8%
CC(C)c1ccc(-n2c(O)c(C=NC(CCS(C)=O)C(=O)O)c(=O)[nH]c2=S)cc1 (configuration not stated) | -5.5%[57.5 µM]
Cc1ccc(-n2c(-c3ccc([N+](=O)[O-])cc3)nc3ccccc3c2=O)cc1 | 3.5%
CC1C2Cn3c(nc4ccccc43)C1N(C)O2 (configuration not stated) | 1.0%[57.5 µM]
COc1ccc(Cn2c(O)c(/C=C3/C=CC=N3)c(=O)[nH]c2=O)cc1 | ?
OC(c1ccccc1)(c1ccccc1)C1CCCN1 (configuration not stated) | ?
Cc1c(C=O)c2ccccc2n1Cc1ccc(F)cc1 | 9.0%
CNc1cc(N2CCNCC2)ccc1[N+](=O)[O-] | -3.1%
Cc1ccc(NP(=O)(c2ccccc2)c2nc3ccccc3s2)cc1 (configuration not stated) | 4.5%
CCOC(=O)C(O)(c1ccc(N(CC)C(=O)COc2ccccc2)cc1)C(F)(F)F (configuration not stated) | 4.1%
Cn1cccc1/C=C1\C(=O)NC(=O)N(CCC2=CCCCC2)C1=O | 0.7%
COc1ccc2c(c1O)-c1c(OC)c(OC)cc3c1[C@H](C2)N(C)CC3 | -1.0%
CCn1c(O)c(/C=N/NC(=O)c2ccccc2)c(=O)[nH]c1=S | 13.9%[57.5 µM]
C=CCN1CC[C@]23CCCCC2[C@H]1Cc1ccc(O)cc13 (some centres not stated) | 21.4%
CC(=O)N1CCC(N2CCCC(C(=O)c3cccc(Cl)c3)C2)CC1 (configuration not stated) | 7.3%
CCn1c(O)c(N=Nc2ccc(S(=O)(=O)N3CCOCC3)cc2)c(=O)n(CC)c1=S | ?
O=C1C2C3CCC(O3)C2C(=O)N1CCO (configuration not stated) | 7.0%[57.5 µM]
CN(CCc1ccc(Cl)c(Cl)c1)[C@H]1CCCC[C@H]1N1CCCC1 | -13.5%
O=P(Nc1ccccc1)(Nc1ccccc1)Oc1ccccc1 | 13.8%
[N-]=[N+]=NCc1cn2cccnc2n1 | 2.7%
Cc1cccc(CN2CCN(c3ccc(Cl)cc3)CC2)c1 | -0.5%
Cc1ccc(CN(Cc2ccccc2)C(=S)NCC(=O)N2CCC3(CC2)OCCO3)o1 | 1.2%
COC(=O)/C(C)=C\CC12OC(C)(C)C3CC(C=C4C(=O)c5c(OC)c6c(c(CC=C(C)C)c5OC431)OC(C)(CCC=C(C)C)C=C6)C2=O (configuration not stated) | ?
CC(C)=CCCC1(C)C=Cc2c(O)c3c(c(CC=C(C)C)c2O1)OC12C(=CC4CC1C(C)(C)OC2(C/C=C(/C)C(=O)O)C4=O)C3=O (configuration not stated) | 15.8µM*
Cc1sc(-n2c(C)cc(C=C3C(=O)NC(=O)NC3=O)c2C)c(C#N)c1C | 0.9%
CC(=O)c1c(C)n(Cc2ccccc2)c2ccc(O)cc12 | 4.2%[57.5 µM]
Cc1ccc(-n2c(O)c(/C=N/N3CCCCCC3)c(=O)[nH]c2=O)cc1C | -12.2%[57.5 µM]
c1ccc2c(CCNC3CCCCC3)c[nH]c2c1 | ?
CCCC/C(=N/O)c1c(C)[nH]c2ccccc12 | -10.3%
CN(C(=O)Cc1ccc(Cl)c(Cl)c1)[C@H](CN1CCCC1)c1ccccc1 | -4.1%
CN1CN=C(N[N+](=O)[O-])N(Cc2ccco2)C1 | -4.2%
CC(=O)O[C@@H]1C[C@@]2(C)C(c3ccoc3)C[C@H]3O[C@]32[C@]2(C)C(=O)C(O)=C3C(C)(C)C(=O)C=C[C@]3(C)C12 (some centres not stated) | -14.7%
COCCCn1c(-c2ccc(OC)cc2)cc(C(=O)NC2CCCCCCC2)c1C | 0.3%
COc1ccc(-n2c(O)c(C=NCc3ccc4c(c3)OCO4)c(=O)[nH]c2=O)cc1 | -5.6%[57.5 µM]
O=c1[nH]c(=O)n(-c2cccc(Cl)c2)c(O)c1C=NCCN1CCCCC1 | 1.5%[57.5 µM]
C=C(C)[C@H]1C2C(=O)O[C@H]1[C@H]1OC(=O)[C@@]34O[C@@H]3C[C@]2(O)[C@@]14C | -4.9%
COCC(C)OC(=O)c1c(N)n(Cc2ccco2)c2nc3ccccc3nc12 (configuration not stated) | 6.9%[57.5 µM]
CC(=O)c1cn(CCCOc2ccccc2)c2ccccc12 | 0.8%
CC(C)COC(=O)c1ccccc1C(=O)OCC(C)C | -11.5%[57.5 µM]
C[N+]1(C)C2CCC1CC(OC(=O)C(CO)c1ccccc1)C2 (configuration not stated) | 10.8%
N#CCCn1cc(C(=O)NCc2ccccc2)c(-c2ccccc2)n1 | -5.8%
N[C@@H](CCl)C(=O)O | 7.3%
CCC(=O)O[C@@H]1[C@@H](OC(C)=O)[C@@]2(O)C(C[C@H](O)C2(C)C)[C@](C)(O)[C@H]2CC[C@@H]3[C@@H](O)[C@]12C[C@@]3(C)O (some centres not stated) | -11.8%
COc1ccc(-n2c(O)c(C(C)=NCCc3c[nH]c4ccccc34)c(=O)[nH]c2=O)cc1 | 6.1%[57.5 µM]
Fc1ccc(Cn2nnnc2CN2CCC(n3nnc4cc(C(F)(F)F)ccc43)CC2)cc1 | ?
O=C(Cc1ccccc1)NC(Cc1ccc(Cl)cc1)C(=O)O (configuration not stated) | 6.3%[57.5 µM]
CCN1C(=O)C(=C2C=C(C)N(Cc3ccco3)C(C)=C2)C(=O)N(CC)C1=S | 2.0%
CN(C)/C=C1/C(=O)NC(=O)N(CCNc2ncc(C(F)(F)F)cc2Cl)C1=O | 3.6%

Overlap with the part before: 5 compounds; new compounds follow.
SMILES | ERK EGF block
COc1ccc(-n2c(O)c(C(C)=NCCc3c[nH]c4ccccc34)c(=O)[nH]c2=O)cc1 | 6.1%[57.5 µM]
Fc1ccc(Cn2nnnc2CN2CCC(n3nnc4cc(C(F)(F)F)ccc43)CC2)cc1 | ?
O=C(Cc1ccccc1)NC(Cc1ccc(Cl)cc1)C(=O)O (configuration not stated) | 6.3%[57.5 µM]
CCN1C(=O)C(=C2C=C(C)N(Cc3ccco3)C(C)=C2)C(=O)N(CC)C1=S | 2.0%
CN(C)/C=C1/C(=O)NC(=O)N(CCNc2ncc(C(F)(F)F)cc2Cl)C1=O | 3.6%
O=c1c2cc(Br)ccc2[nH]c(=S)n1-c1ccccc1 | 6.4%
CN1c2ccc([N+](=O)[O-])cc2CC2(C(=O)NC(=O)N(c3ccccc3)C2=O)C1c1ccccc1 (configuration not stated) | 0.3%
O=C1NC(=O)C(=Cc2cc(Cl)ccc2OCc2ccc(C(=O)O)cc2)C(=O)N1 | 2.8%
C1CCC2S[C@H]3CCCCC3NC2C1 (some centres not stated) | ?
O=S(=O)(O)c1cc(O)ccc1O | 10.2%[25.7 µM]
Clc1ccc([C@@H]2C[C@H]3CC[C@@H]2N3)cn1 | -10.1%
CC(C)c1c(CN(C)[C@@H](C)Cc2ccccc2)n(C)n(-c2ccccc2)c1=O | 8.9%[25.7 µM]
c1ccc(N2CCCC3(CCNCC3)C2)nc1 | -4.4%
CC(C)CN1CCN(Cc2c(F)cccc2Cl)CC1CCO (configuration not stated) | 3.2%
CCOC(=O)C1CCN(/C=C2\C(=O)NC(=S)N(CC)C2=O)CC1 | 34.0%
Cn1cnc(CCN)c1 | 18.8%
COc1ccc(CN2C(=O)CC(=O)NC2=S)cc1 | 27.5%
Cc1ccc(S(=O)(=O)N(c2cc(Cl)c(O)c(Cl)c2)P(=O)(OC(C)C)OC(C)C)cc1 | -7.2%
O=CC(Br)P(=O)(N1CCOCC1)N1CCOCC1 (configuration not stated) | 3.6%[57.5 µM]
CCC(=NC(C)c1ccccc1)c1c(O)[nH]c(=O)[nH]c1=O (configuration not stated) | -7.0%[57.5 µM]
CCOP(=O)(OCC)C1(O)C(=O)Nc2ccccc21 (configuration not stated) | -2.9%
O=Cc1cn(Cc2ccccc2F)c2ccccc12 | 2.9%
Cc1nn(Cc2ccccc2Cl)c(C)c1C(=O)NC1CCCc2ccccc21 (configuration not stated) | 6.1%
c1cncc(C2CCCCN2)c1 (configuration not stated) | 15.0%
CCc1ccc(/C=C(/C#N)C(N)=S)cc1 | 6.9%
CCC(C)n1c(C)cc(C(N)=O)c1C (configuration not stated) | 3.6%
O=C(CN1CC(c2ccccc2)CC1=O)Nc1ccc(F)cc1 (configuration not stated) | 11.4%
O=C1/C(=C/c2ccc3c(c2)OCO3)N2CCC1CC2 | -4.6%
O=c1c2ccccc2nc(-c2ccco2)n1-c1ccc(Br)cc1 | -23.4%[57.5 µM]
COc1ccccc1N(CC(=O)NC1CCCC1)C(=O)c1cnn(C(C)C)c1 | 3.2%
Cc1nn(Cc2ccccc2)c(Cl)c1C(=O)NC1CCCc2ccccc21 (configuration not stated) | -1.3%
COc1ccc(-c2cc(-c3ccccc3)[n+](C)c(-c3ccccc3)c2)cc1 | -5.3%
CCOP(=S)(OCC)SCn1c(=O)oc2cc(Cl)ccc21 | 26.1%
CCCCC[C@@H](/C=C/C=C\CCCCCCCC(=O)O)OO | -16.1%
COc1cc(C=C2C(=O)NC(=O)NC2=O)ccc1OCc1ccc([N+](=O)[O-])cc1 | 1.7%
NCCc1cc(O)c(O)cc1O | 8.3%
Cc1cc(OC(=O)N(C)C)n(-c2ccccc2)n1 | 17.9%[57.5 µM]
O=C1NC(=O)N(c2ccc3c(c2)OCO3)C(=O)/C1=C/c1cccs1 | -11.7%
CN(C)CCn1cnc2ccccc21 | 7.1%[57.5 µM]
COc1ccc(C(O)P(=O)(OC(C)C)OC(C)C)cc1 (configuration not stated) | -0.9%[57.5 µM]
COc1ccc(CC2(CCc3ccncc3)C(=O)NC(=O)NC2=O)cc1 | 5.6%
CN(C)c1nc(N(C)C)nc(N(C#N)CCCl)n1 | 23.5%
C[C@@H]1C2C[C@@]34COC(=O)C3=CC=C[C@H]4[C@@]13C[C@H](c1ccoc1)O[C@@H]3O2 | -42.0%
O=P(Nc1cccnc1)(Oc1ccccc1Cl)Oc1ccccc1Cl | ?
COc1cc([C@@H]2c3cc4c(cc3[C@@H](OC)[C@H]3COC(=O)[C@H]23)OCO4)cc(OC)c1O | -2.0%[57.5 µM]
COC1=C[C@H]2C3=C([C@H]2C1=O)[C@H](NC(C)=O)CCc1cc(OC)c(OC)c(OC)c13 | 6.8%[25.7 µM]
Oc1c(Cl)c(Cl)c(Cl)c(Cl)c1Cl | 32.3%
COc1cc(C)cc(CN2CC=C(c3ccccc3)CC2)c1O | 1.4%
CCc1nnc(NS(=O)(=O)c2ccc(N=Cc3c(O)n(-c4ccccc4)c(=O)[nH]c3=O)cc2)s1 | 3.4%
CC(=O)[O][Hg][c]1ccccc1 | 14.1µM*
C[C@]12CC[C@@H]3c4ccc(O)cc4C(=O)C[C@H]3[C@@H]1CC[C@@H]2O | ?
COc1ccc(C(O)c2ccccc2OP(=O)(N(C)C)N(C)C)cc1 (configuration not stated) | 7.2%
COc1ccc2[nH]cc(C3=CCNCC3)c2c1 | -10.2%
CN(C)CC#CCn1c2ccccc2c2ccccc21 | -5.4%[57.5 µM]
C=CCN1CC[C@]23c4c5ccc(O)c4O[C@H]2C(=O)CC[C@@]3(O)[C@H]1C5 | -4.6%
CC1CCC(C(C)C)C(OC(=O)COC(=O)c2ccccc2N)C1 (configuration not stated) | -7.5%
Cc1ccc(S(=O)(=O)N2CCCC2c2cccnc2)cc1 (configuration not stated) | 10.4%[57.5 µM]
CN1CCc2nc(SCc3ccccc3Br)c(C#N)cc2C1 | -11.3%
CN1C(=O)CN=C(c2ccccc2)c2cc(Cl)ccc21 | 2.6%[57.5 µM]
COC(=O)N1CCC2(CCCN(C)C2)CC1 | 7.6%
O=C(C(=O)N1CCOCC1)c1cn(CCCOc2ccccc2)c2ccccc12 | -4.3%
O=C(Oc1ccccc1)N1CCC[C@@]2(CCN(C(c3ccccc3)c3ccccc3)C2)C1 | 6.4%
c1ccc2nc(OCCN3CC3)ccc2c1 | 7.1%[57.5 µM]
CCCOP(=O)(OCCC)C(NC(=O)c1ccccc1)=C(Cl)Cl | -4.2%
CCOC(=O)CC(NC(=O)C(Cc1ccc(N(CCCl)CCCl)cc1)NC(C)=O)C(=O)OCC (configuration not stated) | -5.1%
CCC1CN2CCc3cc(OC)c(OC)cc3C2CC1CC1NCCc2cc(OC)c(OC)cc21 (configuration not stated) | 1.4%
CN1CCN(c2ncnc3c2cnn3C)CC1 | 8.7%[57.5 µM]

These rows are one share of the data (hit frequency here may not be typical).
